Screening data from PubChem.
M17LAP inhibition = P. falciparum M17LAP inhibitors, primary screen, biochemical, fluorogenic H-Leu-NHMec substrate, 1536-well (AID 1619) | recombinant M17LAP, H-Leu-NHMec fluorogenic kinetic assay; higher % means a stronger effect | Leucine aminopeptidase (Plasmodium falciparum (isolate 3D7)) | inhibition, % at 30 µM, or IC50 in µM where a hit was titrated | 0.38% of 220,000 active;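 active = compound inhibiting the enzyme by more than half at any dose during confirmatory dose-response retesting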;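 note: plate controls were full reaction with DMSO carrier for no effect and no enzyme background for full effect; strong numbers were not always called active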
Dynein cargo inh = inhibitors of GR-EGFP nuclear translocation, primary screen, dynein cargo transport inhibitor project, imaging, high-content, 3617.4 mouse cells. test concentration mostly 20 µM; stimulated with dexamethasone, 1 µM; active compounds read low. z-score, hits read low. 0.47% of 220,000 active;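 active = plate z-score of nuclear minus cytoplasmic receptor signal below a set negative limit, without overly bright fluorescence or cell loss, cut at about -3.5 in these data, passing the limit was not always enough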;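 note: z-score of nuclear minus cytoplasmic ring GR-EGFP intensity difference per well; some compounds called inactive have numbers as strong as hits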
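Buffer or medium: tet-free medium with charcoal-stripped serum / Also added: dexamethasone agonist, 1.0 µM final, for 30 min / Timing: induction 48 h, compound 1 h, agonist 30 min / Measured by: high-content fluorescence imaging after fixation / Read-out: nuclear-to-cytoplasmic GR-EGFP distribution per well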
AID2073 = inhibitors of Mint1-CaV2.2 protein interaction, biochemical, HTRF (AID 2073). Voltage-dependent N-type calcium channel subunit alpha-1B (Homo sapiens). HTRF protein-protein interaction, Mint1-CaV2.2; higher % means a stronger effect. inhibition, % at 20 µM; hits with a dose series show IC50 in µM. 0.19% of 290,000 active; in the data active = inhibition mostly above about 51%, no sharp cut-off; note: some results filed as inactive read as strong as hits
PMI inhibition = human PMI inhibitors, high substrate, primary screen, biochemical, fluorescence intensity, high mannose 6-phosphate (AID 1220) | Mannose-6-phosphate isomerase (Homo sapiens) | recombinant PMI enzyme, coupled fluorescence intensity; higher % means a stronger effect | inhibition, % at 20 µM; hits with a dose series show IC50 in µM | 0.66% of 190,000 active
M1AAP inhibition = P. falciparum M1AAP inhibitors, biochemical, fluorogenic H-Leu-NHMec substrate, 1536-well (AID 1445); 0.42% of 220,000 active; recombinant M1AAP, H-Leu-NHMec fluorogenic kinetic assay; higher % means a stronger effect; one-dose inhibition, % at 30 µM; IC50 in µM for titrated hits; Aminopeptidase N (Plasmodium falciparum (isolate 3D7));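 active = primary inhibition above the hit cutoff, then over 50% inhibition at one or more dose response concentrations, cut at about 23% in these data, passing the limit was not always enough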;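 note: plate controls were DMSO full reaction for no effect and no enzyme background for full effect; strong numbers were not always called active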
human PMI inhibition = inhibitors of human PMI, primary screen, biochemical, fluorescence intensity, coupled assay (AID 1209) | purified PMI enzyme, coupled fluorescence intensity; higher % means a stronger effect | one-dose inhibition, % at 20 µM; IC50 in µM for titrated hits | 0.42% of 190,000 active;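 note: plate controls were DMSO vehicle for no effect and wells lacking substrate for full effect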
Siah-1 displacement = Siah-1 peptide-binding antagonists, primary screen, biochemical, fluorescence polarization, rhodamine-plectin, uHTS (AID 1817). displacement, % at 20 µM; hits with a dose series show IC50 in µM. E3 ubiquitin-protein ligase SIAH1 (Homo sapiens). Siah-1 / rhodamine-plectin peptide fluorescence polarization; higher % means a stronger effect. 0.02% of 290,000 active;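 active = displacement of at least 50% at 20 µM, with a fluorescence ratio check between 0.3 and a set limit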;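 note: plate controls were Siah plus tracer with DMSO for no effect and tracer alone without Siah for full effect; strong numbers were not always called active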
LYP inhibition = inhibitors of LYP phosphatase, biochemical, fluorescence intensity, uHTS (AID 1779); recombinant LYP phosphatase, fluorescence intensity; higher % means a stronger effect; one-dose inhibition, % at 11.5 µM; IC50 in µM for titrated hits; 0.054% of 290,000 active;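 note: plate controls were vehicle with enzyme for no effect and no enzyme for full effect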
XIAP antagonists = XIAP antagonists, biochemical, IAP family, fluorescence polarization (AID 1018). XIAP BIR domain, fluorescence polarization peptide displacement; higher % means a stronger effect. one-dose displacement, % at 20 µM; IC50 in µM for titrated hits. 0.007% of 200,000 active; in the data active = displacement above about 50%; note: a part of the inactive calls stands beside numbers as strong as those of hits
Dynein cargo inh cytoplasmic EGFP = second read-out of Dynein cargo inh, no call of its own (marks repeat the call); z-score; measured here: cytoplasmic GR-EGFP intensity; active compounds read high
Dynein cargo inh nuclear GR-EGFP = also measured in Dynein cargo inh; calls as there; z-score; measured here: nuclear GR-EGFP intensity;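 lower value marks the stronger effect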
Dynein cargo inh cell count = also measured in Dynein cargo inh; calls as there; z-score; measured here: cell count per field
An asterisk follows results filed as active; i = inactive; nt = no result given. Cut-off read from the data, not from the text of the source, unless noted: active = inhibition above about 50%; inactive = the rest.

Start of the listing, in advance:
SMILES	M17LAP inhibition	Dynein cargo inh	Dynein cargo inh cytoplasmic EGFP	Dynein cargo inh nuclear GR-EGFP	Dynein cargo inh cell count	AID2073	PMI inhibition	M1AAP inhibition	human PMI inhibition	Siah-1 displacement	LYP inhibition	XIAP antagonists
O=C(NCc1ccco1)c1cc(-c2ccccn2)nc2ccccc12	6%	0.23	-0.28	0.69	-0.14	3%	-3%	0%	-3%	-2%	-4%	1.3%
Cc1ccc(/C=N/NC(=O)c2cccs2)o1	32%	0.0018	-0.21	-0.035	-0.48	2%	8%	16%	0%	10%	2%	-9.5%
Cc1ccc(-n2c(C)cc(/C=N/NC(=O)c3ccncc3)c2C)cc1C	-3%	-0.21	-0.27	0.29	1.1	4%	1%	6%	1%	1%	0%	-4.0%

All compounds of this part, repeating the preview:
SMILES	M17LAP inhibition	Dynein cargo inh	Dynein cargo inh cytoplasmic EGFP	Dynein cargo inh nuclear GR-EGFP	Dynein cargo inh cell count	AID2073	PMI inhibition	M1AAP inhibition	human PMI inhibition	Siah-1 displacement	LYP inhibition	XIAP antagonists
O=C(NCc1ccco1)c1cc(-c2ccccn2)nc2ccccc12	6%	0.23	-0.28	0.69	-0.14	3%	-3%	0%	-3%	-2%	-4%	1.3%
Cc1ccc(/C=N/NC(=O)c2cccs2)o1	32%	0.0018	-0.21	-0.035	-0.48	2%	8%	16%	0%	10%	2%	-9.5%
Cc1ccc(-n2c(C)cc(/C=N/NC(=O)c3ccncc3)c2C)cc1C	-3%	-0.21	-0.27	0.29	1.1	4%	1%	6%	1%	1%	0%	-4.0%
S=C(Nc1ccc2nsnc2c1)NC1CCCCC1	25%	-0.31	-0.25	-0.091	0.76	18%	-10%	-1%	-5%	13%	-7%	-6.2%
COC(=O)C1CCN(c2c([N+](=O)[O-])cc(C(F)(F)F)cc2[N+](=O)[O-])CC1	5%	0.057	-0.23	-0.48	0.69	-11%	18%	6%	14%	5%	-7%	-0.1%
Cc1nc2nc(-c3ccc(Cl)cc3)nn2c(C)c1Cl	0%	0.34	-0.23	-0.7	0.21	2%	7%	0%	2%	4%	13%	-6.5%
CSc1ccccc1NC(=O)COc1ccccc1C	-1%	-0.23	-0.31	0.17	0.64	-2%	3%	1%	3%	5%	5%	-8.0%
COc1cc(/C=N/NC(=O)Cn2cnc3c2c(=O)n(C)c(=O)n3C)cc(OC)c1OC	-5%	-0.75	-0.17	0.036	0.16	2%	nt	-4%	nt	-3%	-5%	nt
CCCNC(=O)Cn1cnc2sc(C(=O)N3CCN(Cc4ccc5c(c4)OCO5)CC3)c(C)c2c1=O	-15%	-0.44	-0.21	-0.49	0.72	2%	4%	1%	1%	-7%	-2%	5.7%
C=CCN1C(=O)/C(=N/n2cnnc2)c2ccccc21	-3%	-0.88	-0.17	-0.17	0.36	13%	1%	0%	5%	-7%	-5%	-0.8%
CCSc1nnc(-c2cccnc2)n1-c1ccc(C)c(Cl)c1	5%	0.24	-0.22	0.49	-0.22	-4%	2%	5%	7%	1%	-7%	-1.5%
COc1ncnc2c1oc1nc(CC(C)C)c3c(c12)CC(C)(C)OC3	-11%	0.82	-0.096	0.12	-0.0098	16%	-2%	3%	-6%	1%	6%	0.7%
CC(=O)Nc1cccc(C(=O)/C=C/c2ccc(F)cc2)c1	15%	-3.9*	1.6*	-2.3*	-1.1*	-15%	5%	5%	0%	0%	8%	-6.8%
Nc1nc(CSc2ccccc2)nc(N2CCCCC2)n1	-2%	-0.57	-0.29	-0.14	0.81	1%	13%	5%	11%	0%	-6%	-2.5%
NC(=O)NCc1ccc(C(=O)OCc2ccncc2)cc1	-12%	0.42	-0.23	0.59	0.21	8%	13%	-1%	13%	-4%	-5%	-9.2%
Nc1ncnc2c1ncn2CCN1CCOCC1	-1%	0.19	-0.032	0.33	-1.2	-1%	-5%	-1%	-2%	10%	2%	-7.0%
CCCCNC(=O)Nc1ccccc1C(=O)NCCC	-1%	0.45	-0.21	0.39	-1.1	14%	11%	7%	9%	8%	-5%	-1.0%
O=c1[nH]c(SCc2ccc(F)cc2Cl)nc2ccccc12	-4%	-0.011	-0.27	-0.014	0.27	3%	-12%	4%	-8%	2%	2%	-0.9%
Cc1ccc(NC(=O)CNS(=O)(=O)c2cccs2)cc1F	13%	0.38	-0.28	0.72	0.76	12%	-16%	0%	-13%	-8%	-5%	1.1%
CCN(CC)c1ccc(NC(=S)NC(=O)c2ccco2)cc1	16%	-1.2	-0.3	-0.34	0.66	-20%	nt	22%	nt	12%	1%	-4.6%

3 compounds out of the list, arranged by heavy-atom count, low to high:
SMILES	M17LAP inhibition	Dynein cargo inh	Dynein cargo inh cytoplasmic EGFP	Dynein cargo inh nuclear GR-EGFP	Dynein cargo inh cell count	AID2073	PMI inhibition	M1AAP inhibition	human PMI inhibition	Siah-1 displacement	LYP inhibition	XIAP antagonists
CCN(CC)c1ccc(NC(=S)NC(=O)c2ccco2)cc1	16%	-1.2	-0.3	-0.34	0.66	-20%	nt	22%	nt	12%	1%	-4.6%
O=C(NCc1ccco1)c1cc(-c2ccccn2)nc2ccccc12	6%	0.23	-0.28	0.69	-0.14	3%	-3%	0%	-3%	-2%	-4%	1.3%
CCCNC(=O)Cn1cnc2sc(C(=O)N3CCN(Cc4ccc5c(c4)OCO5)CC3)c(C)c2c1=O	-15%	-0.44	-0.21	-0.49	0.72	2%	4%	1%	1%	-7%	-2%	5.7%

The list goes on:
SMILES	M17LAP inhibition	Dynein cargo inh	Dynein cargo inh cytoplasmic EGFP	Dynein cargo inh nuclear GR-EGFP	Dynein cargo inh cell count	AID2073	PMI inhibition	M1AAP inhibition	human PMI inhibition	Siah-1 displacement	LYP inhibition	XIAP antagonists
O=[N+]([O-])c1ccc(COc2ccccc2/C=N/O)cc1	-1%	0.12	-0.23	-0.31	-0.069	6%	-4%	14%	-6%	2%	2%	-3.4%
NS(=O)(=O)c1ccc(N/C=C\C(=O)c2cccc3ccccc23)cc1	17%	0.74	-0.24	0.53	-0.028	20%	28%	8%	20%	14%	1%	-2.9%
C/C(Cn1nc([N+](=O)[O-])cc1C)=N\NC(=O)c1cccc(Br)c1	-2%	-0.018	-0.18	0.53	0.86	2%	10%	5%	7%	0%	-4%	-4.5%
Cn1cccc1Cc1nnc(SCC(=O)Nc2ccc(F)cc2F)n1-c1ccc(F)cc1	3%	-0.95	-0.14	-0.33	-0.14	2%	3%	8%	4%	-2%	6%	-4.1%
CCc1ccc(NC(=O)c2cnc3n(c2=O)CCS3)cc1	10%	0.042	-0.12	0.28	-0.72	-3%	-5%	6%	-6%	5%	-8%	-0.9%
CCn1c2ccccc2c2cc(CC(N)=O)ccc21	11%	0.069	-0.27	0.46	-0.26	12%	nt	1%	nt	-1%	0%	nt
CCOC(=O)C(C)Oc1cccc2c(=O)n(CC(=O)Nc3cccc(OC)c3)ccc12 (stereo unspecified)	8%	-0.23	-0.21	-0.12	-0.08	3%	4%	-1%	1%	2%	0%	-6.0%
O=C(NCc1ccc2c(c1)OCO2)c1cc(-c2ccccn2)nc2ccccc12	15%	2.2	-0.12	0.73	-1.6	1%	8%	-2%	5%	-3%	3%	-9.4%
CCOC(=O)c1sc2nc3c(SCC(=O)O)cc(C(=O)c4cc(F)ccc4O)cn3c(=O)c2c1C	1%	-0.45	-0.068	-0.18	0.23	19%	4%	22µM*	-7%	2%	5%	-4.2%
NC1=NC(=O)/C(=C/c2cccs2)S1	5%	-0.39	-0.19	0.2	-0.3	-4%	-5%	19%	-4%	-4%	-4%	-5.7%
C/C(=N\NC(=O)c1cccnc1)c1nnn(-c2nonc2N)c1C	12%	0.45	0.24	0.063	0.88	12%	-10%	4%	-17%	-1%	3%	-3.6%
O=C(NCc1ccccc1)NC1(C(=O)N2CCN3CCCC3C2)CCCCC1 (stereo unspecified)	34%	0.68	-0.23	0.32	0.5	2%	1%	2%	-8%	0%	-12%	2.1%
CCc1ccc(C(=O)NCc2cnn(C)c2)s1	11%	-0.037	-0.36	0.68	0.77	-4%	10%	1%	4%	-1%	-6%	-6.9%
CC(=O)C1=C(C)NC(=O)NC1c1cccc([N+](=O)[O-])c1O (stereo unspecified)	3%	0.21	-0.3	0.15	0.36	19%	0%	13%	-6%	11%	-3%	-5.7%
Cc1ccccc1C(=O)Nc1nnc(-c2cccnc2)o1	1%	-0.95	-0.32	0.16	-0.0093	6%	-11%	0%	-10%	3%	-5%	-2.2%
CN(C)c1ccc(/C=N/NC(=O)C(=O)/C=C2\NC3(CCCC3)Cc3ccccc32)cc1	-2%	-0.11	-0.23	0.049	0.96	7%	-27%	7%	-34%	-2%	-1%	-15%
O=C(Nc1nnc(-c2ccc(Cl)cc2)o1)Nc1ccccc1F	-5%	1.6	-0.21	1.7	-1.9	-5%	nt	-8%	nt	6%	-11%	nt
O=C(Nc1cccnc1N1CCOCC1)c1cc2ccccc2oc1=O	nt	nt	nt	nt	nt	-3%	14%	nt	10%	-2%	2%	0.6%
CN1C(=O)N(C)C2C1N(C)S(=O)(=O)N2C (stereo unspecified)	2%	-0.27	-0.15	-0.31	0.13	7%	-5%	3%	-8%	2%	-9%	-1.0%
CCOc1cc(C(=O)Nc2ccc3c(c2)OCO3)ccc1OCCOc1ccccc1Cl	-4%	-0.52	-0.2	-0.045	0.38	13%	6%	-3%	9%	0%	0%	-12%
CC(C)NC(=S)N=Nc1c(O)[nH]c2ccc(C(C)C)cc12	7%	-0.67	-0.23	-0.53	0.77	-6%	13%	4%	8%	3%	-6%	-1.2%
NC(=S)N/N=C/c1ccc(-c2cc(Cl)c(Cl)cc2Cl)o1	3%	0.49	-0.27	0.28	0.53	30%	-98%	9%	-57%	6%	-3%	-4.4%
CCCCNC(=O)c1ccc(/C=C2\Oc3ccccc3N(C)C2=O)cc1	8%	i	nt	nt	-4.7	30%	0%	5%	-4%	16%	-2%	-2.0%
CCOc1cc(/C=C2\N=C(C)OC2=O)cc(Br)c1OCC(=O)OC	-5%	-2.8	0.073	-0.82	0.44	1%	-12%	1%	-12%	-6%	-6%	-5.6%
CC(C)=CCN1CCN(Cc2nc(C(C)C)cs2)CC1CCO (stereo unspecified)	-2%	-0.64	-0.31	-0.51	0.56	11%	11%	-8%	5%	-6%	-11%	-3.1%
